Screening data: PubChem, Emory University Molecular Libraries Screening Center
14-3-3 PPI – modulators of human 14-3-3 gamma - Raf peptide interaction | 0.19% of 160,000 active | FP, 14-3-3gamma / TMR-pS259-Raf peptide binding | inhibition, % at 40 µM | AID 422; in the data active = inhibition above about 30%;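 also: 0% = protein plus tracer without compound and 100% = blank with tracer alone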
Target sequence (P61981 whole entry, looked up): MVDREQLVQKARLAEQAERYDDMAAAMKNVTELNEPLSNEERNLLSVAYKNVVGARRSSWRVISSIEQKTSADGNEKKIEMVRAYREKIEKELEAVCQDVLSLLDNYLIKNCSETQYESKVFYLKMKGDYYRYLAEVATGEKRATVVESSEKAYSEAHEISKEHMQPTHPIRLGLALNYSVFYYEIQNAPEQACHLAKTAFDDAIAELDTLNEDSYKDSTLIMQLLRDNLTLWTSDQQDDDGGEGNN
Starred values were filed as active, the others as inactive; & = joins results of further samples. A portion of the library; rates above refer to the full screens.

SMILES	14-3-3 PPI
CC(C)c1ccc(NC(=O)C2CC(=O)N=C(N)S2)cc1 (stereo unspecified)	2
CC1=C(C(=O)OC(C)(C)C)C(C)C(C(=O)OC(C)(C)C)=C(C)N1	-1
CCO/C=C/C(=O)N(C)CCC#N	-1
N#Cc1nc(COc2cccc(Cl)c2)oc1NCc1ccco1	0
CCN1CCN(S(=O)(=O)c2ccc3[nH]c(=O)oc3c2)CC1	-2
Cc1cccc(-n2ccnc2SCC(=O)Nc2cccc(Cl)c2)c1	1
COc1ccccc1N1CCN(C(=O)C2C3C=CC4(CN(Cc5ccccc5Cl)C(=O)C24)O3)CC1 (stereo unspecified)	0
CC(=O)c1ccc(NS(=O)(=O)c2cccc(C)c2)cc1	-5
O=C1CC(c2ccc(Cl)s2)c2cc3c(cc2N1)OCO3 (stereo unspecified)	-6
CCOc1ccccc1NC(=O)NC1(C(=O)N2CCN3CCCC3C2)CCCCC1 (stereo unspecified)	-5
CN(c1ccccc1C(=O)Nc1cccc(C(F)(F)F)c1)S(C)(=O)=O	-4
Cc1csc(/C(=N\O)c2csc(C)n2)n1	-3
O=c1cc(-c2ccccc2)c2ccc(OCc3ccc(F)cc3)cc2o1	2
Cc1ccc(NC(=O)C2CCCN(S(=O)(=O)c3cccs3)C2)c(C)c1 (stereo unspecified)	-72
COc1cc(OC)cc(C(=O)N2CCC(C(=O)O)CC2)c1	4
O=C(NCCCN1CCCC1=O)c1cc2nc(-c3ccco3)cc(C(F)(F)Cl)n2n1	-10
CCCCOc1ccccc1C1NC(=O)NC(C)=C1C(=O)OCC (stereo unspecified)	-2
CC1=C(C(=O)N2CCOCC2)C(c2ccc(Cl)c([N+](=O)[O-])c2)C2=C(CCCC2=O)N1 (stereo unspecified)	-8
COc1ccc(S(=O)(=O)N(CC(=O)Nc2cccc(C(F)(F)F)c2)c2ccc(C)cc2)cc1	0
COCc1nnc(NC(=O)c2sc3ccccc3c2Cl)s1	0
Cc1ccc(S(=O)(=O)Nc2cc(C(=O)NCc3cccnc3)ccc2N2CCCCC2)cc1	37*
CC1CCCN(S(=O)(=O)c2ccc3[nH]c(=O)cc(C(=O)NCCN4CCOCC4)c3c2)C1 (stereo unspecified)	-1
NC(=O)C1CCN(C2OC(=O)c3ccccc32)CC1 (stereo unspecified)	1&4
O=C(Cn1nnc(-c2ccc(OCc3ccccc3F)cc2)n1)N1CCOCC1	-10
Cc1ccc(C=NCc2ccncc2)c(O)c1	0
Next section
SMILES	14-3-3 PPI
CCS(=O)(=O)c1c(S(=O)(=O)CC)c2c(C)cccn2c1C(=O)c1ccccc1	-3
CCOC(=O)c1ccc(CN(Cc2ccncc2)S(=O)(=O)c2ccc(C)cc2)cc1	-1
O=C(CCCCCN1C(=O)c2ccccc2C1=O)NCc1ccccn1	-3&-9
COCCn1cc(C(=O)NCCCN2CCCC2)c2c3ccccc3n(C)c2c1=O	-6
CC(=O)N1CCN(c2ccc(NC(=O)c3ccc(C(C)(C)C)cc3)cc2)CC1	-5
O=C(NC1CC1)C1CC(=O)N(C2CCCCC2)C1 (stereo unspecified)	1
CCOc1ccc(-n2nc(C(=O)N(C)c3ccc(C(C)C)cc3)c3ccccc3c2=O)cc1	-9
Cc1nc2nc(SCC(=O)N3CCCC3)nn2c(C)c1Cc1ccccc1Cl	-11
Cc1ccc2[nH]c3c(N4CCN(Cc5ccc6c(c5)OCO6)CC4)ncnc3c2c1	-7
COc1ccccc1NC(=O)CSc1oc(-c2ccc(C)cc2)nc1S(=O)(=O)c1ccc(Br)cc1	-9
CCOC(=O)C1=C(N)n2c(s/c(=C\c3ccco3)c2=O)=C(C(=O)OCC)C1c1ccco1 (stereo unspecified)	-23
CC1(C)CC(O)C(C(O)c2cccc([N+](=O)[O-])c2)C(C)(C)N1 (stereo unspecified)	-1
O=C(CSc1nc2cc(Cl)ccc2s1)Nc1ccccc1F	-1
CC1CCN(CC(=O)N2c3ccccc3C(C)(c3ccccc3)CC2(C)C)CC1 (stereo unspecified)	-3
CCCCc1cc(=O)oc2cc3occ(-c4ccc(OC)cc4)c3cc12	12
O=C(CC1C(=O)N(c2ccc(F)cc2)C(=S)N1Cc1ccc(F)cc1)Nc1ccc(Cl)cc1 (stereo unspecified)	0
CCN(CC)C(=O)c1sc2ncnc(N3CCN(c4ccccc4)CC3)c2c1C	0
O=C(CSc1nc2ccccc2c(=O)n1C1CC1)c1ccccc1	0
Cc1ccc(N2C(=O)c3ccc(Oc4ccc(N)cc4)cc3C2=O)c(C)c1	6
CC(=O)N1N=C(c2cccc([N+](=O)[O-])c2)OC1c1ccc(Br)cc1 (stereo unspecified)	-5
COc1cc(OC)c(NC2c3ccccc3C(=O)N2c2cc(C)ccn2)cc1Cl (stereo unspecified)	-3
NS(=O)(=O)c1ccc(N2C(=O)CCCC2=O)cc1	9
Cn1c(=O)n(Cc2ccccc2)c2ccccc21	0
COC(=O)c1c(N=CN(C)C)c(C#N)c2n1CCCC2	4
CC(C)(C)n1nc2c(c1NC(=O)c1cc3ccccc3oc1=O)CS(=O)(=O)C2	-5
(further entries)
SMILES	14-3-3 PPI
COC(=O)c1c[nH]n2c(=O)c(Cc3ccccc3F)c(C)nc12	-13
Cc1cc(/C=N/n2cnnc2)c(C)n1-c1ccc(OCc2ccc(F)cc2)cc1	-5
CCOC(=O)Cn1nc(-c2ccc(Cl)cc2)ccc1=O	9&-6
Cn1c(Oc2ccc(Cl)cc2)nc2c1c(=O)n(Cc1ccc(F)cc1)c(=O)n2C	6
Cc1ccccc1NC(=O)c1ccc(N2C(=O)C3C4C=CC(C4)C3C2=O)cc1 (stereo unspecified)	-5
COc1ccc(Br)cc1C1N2CC3(C)CN1CC(C)(C2)C3=O (stereo unspecified)	3
CC(C)c1ccccc1NC(=O)c1cc2ccccc2c(=O)o1	-4
Cc1cc(C(=O)NCc2cccnc2)cs1	-1
CCc1ccccc1Nc1ncnc(N)c1[N+](=O)[O-]	-2
Cc1cccc(-n2nc([N+](=O)[O-])c[n+]2[O-])c1	-5
N#Cc1ccc(C(=O)Nc2nc(-c3ccccc3)c(C(=O)c3ccccc3)s2)cc1	-6
COc1ccccc1N(CC(=O)Nc1cccnc1)S(C)(=O)=O	0&-6
CCOC(=O)/C(C(C)=O)=C1\OC(=O)c2ccccc21	-3
Cc1ccc(-c2nc(C#N)c(NCc3ccc4c(c3)OCO4)o2)cc1	-4
N#CC1=C(N)OC2=C(C(=O)CCC2)C1c1ccncc1 (stereo unspecified)	-1
CCCCN(Cc1ccccc1)S(=O)(=O)c1cccc2nsnc12	-6
CCCn1c(SCC(=O)Nc2cccc(NC(C)=O)c2)nnc1C(C)C	-6
CCc1nnc(NC(=O)C2Cc3ccccc3C(=O)O2)s1 (stereo unspecified)	0
COc1cc(OC)c(-c2nn3c(-c4ccco4)nnc3s2)cc1OC	-17
CCOc1ccc(OCC)c(NC(=O)c2[nH]c(C)c(C(C)=O)c2C)c1	-4
C[C@@H]1C[C@H](O)c2cc(Cl)ccc2N1	1
O=C(Nc1ccc(NS(=O)(=O)c2ccc(Cl)cc2)cc1Cl)c1cc(Cl)ccc1O	-13
NC(=O)c1ccccc1NC(=O)c1ccccc1C(=O)O	-4
CCOC(=O)c1c(-c2ccccc2)csc1NC(=O)C#Cc1ccccc1	-12
Cc1cc(=O)n(CC(C)C)c(O)c1C#N	4

17 entries from above, sorted by SMILES length, rising:
SMILES	14-3-3 PPI
Cc1cc(C(=O)NCc2cccnc2)cs1	-1
Cc1cc(=O)n(CC(C)C)c(O)c1C#N	4
C[C@@H]1C[C@H](O)c2cc(Cl)ccc2N1	1
NC(=O)c1ccccc1NC(=O)c1ccccc1C(=O)O	-4
CCc1nnc(NC(=O)C2Cc3ccccc3C(=O)O2)s1 (stereo unspecified)	0
N#CC1=C(N)OC2=C(C(=O)CCC2)C1c1ccncc1 (stereo unspecified)	-1
CCOC(=O)/C(C(C)=O)=C1\OC(=O)c2ccccc21	-3
CCCCN(Cc1ccccc1)S(=O)(=O)c1cccc2nsnc12	-6
Cc1cccc(-n2nc([N+](=O)[O-])c[n+]2[O-])c1	-5
COc1cc(OC)c(-c2nn3c(-c4ccco4)nnc3s2)cc1OC	-17
COC(=O)c1c[nH]n2c(=O)c(Cc3ccccc3F)c(C)nc12	-13
CCOC(=O)c1c(-c2ccccc2)csc1NC(=O)C#Cc1ccccc1	-12
CCOc1ccc(OCC)c(NC(=O)c2[nH]c(C)c(C(C)=O)c2C)c1	-4
Cc1cc(/C=N/n2cnnc2)c(C)n1-c1ccc(OCc2ccc(F)cc2)cc1	-5
Cc1ccccc1NC(=O)c1ccc(N2C(=O)C3C4C=CC(C4)C3C2=O)cc1 (stereo unspecified)	-5
N#Cc1ccc(C(=O)Nc2nc(-c3ccccc3)c(C(=O)c3ccccc3)s2)cc1	-6
O=C(Nc1ccc(NS(=O)(=O)c2ccc(Cl)cc2)cc1Cl)c1cc(Cl)ccc1O	-13

3 entries out of the list above, arranged by their value in 14-3-3 PPI, descending:
SMILES	14-3-3 PPI
COC(=O)c1c(N=CN(C)C)c(C#N)c2n1CCCC2	4
CCCCOc1ccccc1C1NC(=O)NC(C)=C1C(=O)OCC (stereo unspecified)	-2
CCOc1ccccc1NC(=O)NC1(C(=O)N2CCN3CCCC3C2)CCCCC1 (stereo unspecified)	-5

Further results.
SMILES	14-3-3 PPI
O=C(Cn1cc2c(n1)CCCC2)Nc1cc(-c2cccc(Cl)c2)no1	3
COCCCNC(=O)c1c(N)n(-c2cccc(S(N)(=O)=O)c2)c2nc3ccccc3nc12	-13
COc1ccc(N2C(=O)NC3CC2(C)Oc2ccc([N+](=O)[O-])cc23)cc1 (stereo unspecified)	-14
CN(C)S(=O)(=O)CC12CCC(CC1=O)C2(C)C (stereo unspecified)	28
COC(=O)c1c(NC(=O)C(F)(F)F)sc2c1C(C(=O)OC)CC2 (stereo unspecified)	5
CCC1CCc2c(sc3ncnc(N4CCOCC4)c23)C1 (stereo unspecified)	-4
CCc1cc(=O)oc2cc(OCc3nn[nH]n3)ccc12	-7
Cc1c(C(=O)N/C(N)=N/c2nc3ccccc3o2)cccc1[N+](=O)[O-]	-9
O=C(O)c1nc[nH]c1C(=O)O	-2
COC(=O)c1ccc(NC(=O)CN2CCN(c3ccccn3)CC2)cc1	-17
O=C(NCC1CCCO1)c1cc(=O)[nH]c2ccc(Br)cc12 (stereo unspecified)	1
Cc1ccc([N+](=O)[O-])c(NC2OC(CO)C(O)C2O)c1 (stereo unspecified)	-6
COCCn1c(C)c(C(=O)O)sc1=S	2
Fc1cccc(-c2nc(-c3cccs3)c(-c3cccs3)[nH]2)c1	-25
COc1ccc(-c2ccc(N)[n+](CCCC(=O)O)n2)cc1	-4
CC(C)(C)n1nc2c(c1NC(=O)c1ccco1)CS(=O)(=O)C2	-1
COc1cc2c(cc1OC)C(C(=O)Nc1cnc3ccccc3c1)C(c1ccccc1F)N(C)C2=O (stereo unspecified)	-9
O=C(O)C1CCCN1C(=O)OCc1ccccc1 (stereo unspecified)	-1
COc1ccc(N2CCN(C(=O)c3cc4c(-c5ccc(Cl)cc5)nn(C)c4s3)CC2)cc1	-1
O=C(Nc1ccccc1)N1CC=C(c2ccc(F)cc2)CC1	1
Cc1ccc(-c2nc3cc(N)ccc3o2)cc1	-14&-10
CCC(=O)N1c2ccc(S(=O)(=O)Nc3ccc(C)cc3C)cc2CC1C (stereo unspecified)	3
O=C(Nc1cccnc1)c1cc2nc3c(c(C(F)(F)F)n2n1)CCc1ccccc1-3	6
CCCCOc1ccc(-c2nnn(C(C)C(=O)OCC)n2)cc1 (stereo unspecified)	8
CC(=O)Nc1cc(-c2nn(C)c(=O)c3ccccc23)ccc1N1CCCCC1	2

14-3-3 PPI: hit marks shown above.
SMILES	14-3-3 PPI
Cc1ccc(S(=O)(=O)Nc2cc(C(=O)NCc3cccnc3)ccc2N2CCCCC2)cc1	37*

The list continues:
SMILES	14-3-3 PPI
Cc1ccc(NC(=O)Cn2c(=O)sc3ccccc32)cc1	-3
CCNC(=O)N1c2ccc(C)cc2C(C)=CC1(C)C	-7
Cc1onc(-c2ccccc2Cl)c1C(=O)N1CCN(c2ccccc2)CC1	-11
CC1=C(C(=O)Nc2ccc(C)cc2C)C(c2cccs2)n2ncnc2N1 (stereo unspecified)	-1
COc1cc(COCC(O)CN2CCOCC2)cc(OC)c1OC (stereo unspecified)	-2
CC(C)C(=O)Nc1ccc(N2CCCC2)c(Cl)c1	-10
CCOC(=O)C1=C(C)NC(C)=C(C(=O)OCC)C1c1cc(N)ccc1OC(F)F	-11
O=C(CC(NS(=O)(=O)c1ccc(Cl)cc1)c1ccco1)NCc1ccco1 (stereo unspecified)	-2
O=C(Nc1nc2ccc(Br)cc2s1)c1ccc(Cl)cc1	0
Fc1ccccc1CSc1nnc2c(n1)OC(C=Cc1ccco1)Nc1ccccc1-2 (stereo unspecified)	-85
O=C(Cc1cccs1)N1c2ccccc2Sc2ccccc21	-6
CS(=O)(=O)N(CC(=O)N1CCc2ccccc2C1)c1cc(C(F)(F)F)ccc1Cl	-6
CCc1ccc(CNCc2ccc3c(c2)OCO3)cc1	1
O=C(OCn1nnc2ccccc2c1=O)c1cccnc1	2
Clc1ccc(-n2cc3c(-c4ccco4)nnc(-c4nc5ccccc5s4)c3n2)cc1	-65
CN(C)S(=O)(=O)c1cc([N+](=O)[O-])ccc1N1CCc2ccccc2C1	0
Cc1ccc2cc3cc(C(=O)N4CCN(Cc5ccc6c(c5)OCO6)CC4)sc3nc2c1	4
CC1CCN(C(=O)CSc2ncnc3c2sc2ccccc23)CC1	-6
CCOC(=O)CCc1c(C)nc2c(c(C)nn2C(C)(C)C)c1C	-3
CCOc1ccc(S(=O)(=O)Nc2ccc3oc4c(c3c2)CCC(C)C4)cc1 (stereo unspecified)	-14
O=C(Oc1ccc([N+](=O)[O-])cc1)c1cc([N+](=O)[O-])ccc1Cl	-4
CCOc1ccccc1C(=O)Oc1c(S(=O)(=O)c2ccc(C)cc2)c(C)nn1C(C)(C)C	5
CCCc1cc(C(=O)NC2CCCC2)no1	1
CC1(C)CC(=O)C2=C(C1)c1c(ccc3ccccc13)NC2c1ccc(-c2cccc([N+](=O)[O-])c2)o1 (stereo unspecified)	-2
CCOC(=O)c1sc2ncnc(N3CCN(c4ccc(F)cc4)CC3)c2c1C	-1
Cc1ccc(S(=O)(=O)n2nc(OC(=O)C3CCCCC3)cc2N)cc1	0
Cc1c(C(=O)Nc2ccccc2C(F)(F)F)sc2ncnc(N3CCCCC3C)c12 (stereo unspecified)	3
